FBA Mtb inh = inhibits M. tuberculosis FBA enzyme. 360,000 compounds, 2.3% hits. purified M. tuberculosis FBA, fluorescence read-out. inhibition, % at 1 µM; in the data active = inhibition above about 27%;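 also: 0% = vehicle and 100% = reference inhibitor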
Target sequence (P9WQA3 whole entry, looked up): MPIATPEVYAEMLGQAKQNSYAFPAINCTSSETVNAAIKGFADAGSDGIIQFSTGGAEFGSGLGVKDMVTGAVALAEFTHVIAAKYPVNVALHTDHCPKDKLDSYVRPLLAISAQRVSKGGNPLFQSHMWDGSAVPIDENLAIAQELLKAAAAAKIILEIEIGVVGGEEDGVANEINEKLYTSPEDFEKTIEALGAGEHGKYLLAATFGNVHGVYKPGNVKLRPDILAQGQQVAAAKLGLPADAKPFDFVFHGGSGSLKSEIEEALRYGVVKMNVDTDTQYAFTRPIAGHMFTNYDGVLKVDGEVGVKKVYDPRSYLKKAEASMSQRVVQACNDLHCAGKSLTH
FadD28 binding = blocks FadD28 binding to the bisubstrate probe; fluorescence polarization; inhibition, % at 12.5 µM; 360,000 compounds, 0.22% hits; AID 588549; in the data active = inhibition above about 8.5%, passing the limit was not always enough
Y pestis TopoI = blocks Yersinia pestis topoisomerase I activity. Y. pestis Topo-I cleavage product accumulation, plate reader. activity, % at 10 µM. 360,000 compounds, 0.064% hits; in the data active = activity above about 50%, passing the limit was not always enough; also: inactives centre near 2
UGM FP inh = inhibitors of M. tuberculosis UDP-galactopyranose mutase; P9WIQ1; inhibition, % at 10 µM; 320,000 compounds, 0.06% hits; purified UGM, fluorescence polarization probe displacement; in the data active = inhibition above about 10%, passing the limit was not always enough
Target sequence (P9WIQ1 whole entry, looked up): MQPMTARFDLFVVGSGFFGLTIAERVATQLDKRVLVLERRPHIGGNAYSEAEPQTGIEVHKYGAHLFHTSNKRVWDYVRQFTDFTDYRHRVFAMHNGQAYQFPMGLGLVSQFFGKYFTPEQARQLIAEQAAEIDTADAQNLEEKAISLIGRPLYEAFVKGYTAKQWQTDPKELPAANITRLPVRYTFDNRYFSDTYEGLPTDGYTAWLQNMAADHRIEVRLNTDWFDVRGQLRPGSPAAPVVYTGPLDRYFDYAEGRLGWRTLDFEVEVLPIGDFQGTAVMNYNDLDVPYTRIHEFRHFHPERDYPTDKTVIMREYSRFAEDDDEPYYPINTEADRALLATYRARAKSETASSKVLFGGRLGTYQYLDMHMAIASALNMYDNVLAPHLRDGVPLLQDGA
BioA inh = inhibitors of Mycobacterium tuberculosis BioA enzyme; purified M. tuberculosis BioA enzyme, plate reader; inhibition, % at 9.99 µM; 360,000 compounds, 0.096% hits; AID 602481; in the data active = inhibition above about 40%
TcdB inh = inhibitors of Clostridioides difficile toxin B glycohydrolase. P18177. TcdB glycohydrolase enzymatic assay, plate reader. inhibition, % at 9.99 µM. 350,000 compounds, 0.24% hits. AID 652162; in the data active = inhibition above about 10%
GDH-TPI inh = counter-screen for M. tuberculosis FBA inhibitors: GDH-TPI coupled enzymes; inhibition, % at 4.8 µM; AID 588335; 360,000 compounds, 1.2% hits; GDH-TPI coupled enzyme counterscreen, NADH absorbance; in the data active = inhibition above about 30%;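 also: 0% = DMSO wells and 100% = wells lacking the enzyme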
PfHsp40 yeast = compounds rescuing yeast from Plasmodium falciparum HSP40 toxicity; S. cerevisiae expressing PfHsp40, growth rescue, ATP luminescence; growth rescue, % at 12.5 µM; 340,000 compounds, 0.68% hits; in the data active = growth rescue above about 28%, passing the limit was not always enough;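 also: yeast W303a lacking pdr1 and pdr3 grown in galactose medium; growth measured after three days at 30 °C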
BH1578 lux ind = inducers of Vibrio cholerae quorum light production without autoinducers; V. cholerae BH1578 lux reporter, luminescence, 6 h; activation, % at 18.7 µM; 350,000 compounds, 0.16% hits; in the data active = activation mostly above about 9.7%, no sharp cut-off; also: not every result past the cut was called active; inactives centre near 0; reference of the scale not given here
Numbers without * were called inactive; i = inactive; nt = no result given.

nr | Molecule | BioA inh | FBA Mtb inh | TcdB inh | FadD28 binding | BH1578 lux ind | Y pestis TopoI | PfHsp40 yeast | GDH-TPI inh | UGM FP inh
1 | CCOC(=O)N(C)c1c(CC)nc2c(OCc3ccc(S(C)(=O)=O)cc3)cccn12 | 1.8 | 2 | 1.0 | -2.1 | -0.5 | -3 | nt | 13 | nt
2 | CCc1nc2c(OCc3c(C)noc3C)cccn2c1N(C=O)Cc1ccccc1 | 11 | 6 | -0.1 | -0.5 | 0.1 | 2 | nt | 9 | nt
3 | Cc1nc2ncnn2c(C)c1CCC(=O)NCc1ccc2c(c1)OCO2 | 2.6 | 2 | nt | -0.5 | i | 9 | -0.9 | -5 | -0.9
4 | O=C(CCN=C1NS(=O)(=O)c2ccccc21)OCc1nnc(-c2ccccc2)o1 | -2.0 | 1 | 2.8 | 0.2 | -4.0 | -3 | -0.6 | 5 | -4.1
5 | CCn1cc(C(=O)O)c(=O)c2cc(F)c(N/N=C/c3ccccc3[N+](=O)[O-])cc21 | -0.7 | 2 | 0.1 | 2.1 | 0.0 | 4 | -1.1 | 16 | -1.1
6 | COc1ccccc1Oc1c(C)oc2c(CN3CCN(CCO)CC3)c(O)ccc2c1=O | 1.6 | nt | nt | nt | 11 | nt | -0.5 | nt | 3.0
7 | Cc1ccc(S(=O)(=O)N2CCC(C(=O)Nc3ccccc3N3CCCC3)CC2)cc1C | -2.3 | 0 | 1.5 | 0.4 | i | 40 | 0.7 | 6 | 0.2
8 | CCn1c(O)c(N=NC(=O)c2ccc(CSc3nncn3C)cc2)c2ccccc21 | 1.7 | -4 | nt | 0.8 | -0.3 | 25 | 1.2 | 23 | -2.3
9 | CCN(CC)CCNS(=O)(=O)c1ccc(Cl)cc1 | 0.1 | 1 | nt | -1.2 | -0.3 | 1 | -0.9 | 8 | 6.0
10 | COC(C[C@H](O)[C@@H](C)[C@@H](O)COCc1ccccc1)OC | -2.0 | -2 | 0.6 | -0.8 | i | -8 | 0.9 | 6 | nt
11 | COc1ccc(COc2ccccc2C(N)=O)cc1F | -1.7 | -1 | 0.1 | -1.7 | i | -8 | 0.7 | 3 | -0.6
12 | O=C(NNC(=O)c1cccs1)c1ccc(Br)cc1 | nt | 1 | 0.3 | nt | -0.2 | 5 | -0.2 | 0 | -0.1
13 | CCOC(=O)c1c(C)c(C(=O)Nc2ccc3c(c2)OCO3)c(C)n1C | -0.8 | 0 | nt | -2.6 | 1.0 | 0 | -0.7 | 4 | -2.0
14 | COc1ccc(CNC(=O)c2cc3c(C)nc4ccccc4c3o2)c(OC)c1 | -2.8 | 3 | nt | -1.3 | -0.2 | 24 | nt | 20 | -0.4
15 | CC(=O)NCC(=O)NNC1CC(=O)N(c2cccc(Cl)c2)C1=O (stereo unspecified) | nt | 4 | -1.7 | -1.0 | -0.4 | -2 | -1.8 | 6 | 0.1
16 | O=C1COc2ccc(C(=O)COC(=O)CNC(=O)c3ccccc3)cc2N1 | nt | -2 | -0.4 | -2.1 | -2.0 | 2 | -0.2 | 1 | 0.1
17 | CCOC(=O)C1CCCN(C(=O)CCC(=O)Nc2ccc3nc(N4CCOCC4)cc(C)c3c2)C1 (stereo unspecified) | nt | 67* | nt | -0.6 | -0.3 | 17 | -0.9 | 12 | 0.5
18 | Cc1ccc(N2C(=O)N(CC(=O)Nc3cc(F)ccc3C)C(=O)C2C)cc1 (stereo unspecified) | 0.1 | 3 | 1.6 | -2.9 | i | 3 | 1.4 | -14 | -0.2
19 | CCOC(=O)c1[nH]c(C)c(/C(O)=C2\C(=O)C(=O)N(CCCN(C)C)C2c2cccnc2)c1C (stereo unspecified) | nt | 2 | nt | -0.4 | i | -2 | -1.0 | 11 | -2.4
20 | CCOc1c2ccc(C(=O)NCc3cc(C(F)(F)F)cc(C(F)(F)F)c3)cc2nn1CCOC | 1.5 | 43* | 1.3 | -2.0 | -5.0 | 33 | 6.6 | 5 | 0.4
21 | CCCCCCNC(=O)CNC(=S)N(Cc1cccs1)C1CCCCC1 | -3.5 | 0 | 0.4 | nt | i | 14 | 3.2 | 8 | -5.4
22 | CC1=C(c2ccccc2)[N+](=O)C2(CCCCC2)N1[O-] | 0.4 | -7 | -0.6 | -3.6 | -0.3 | 1 | 0.9 | 9 | 1.7
23 | Cc1c(NS(=O)(=O)c2cccc(C(=O)NCc3ccc(Cl)cc3)c2)c(=O)n(-c2ccccc2)n1C | -1.2 | 1 | nt | -1.4 | -0.3 | 14 | 0.1 | -3 | 1.3
24 | COc1ccc(NS(=O)(=O)c2ccc3nc(COc4ccc(C#N)cc4)[nH]c3c2)cc1 | nt | 4 | nt | -8.7 | i | 11 | 1.7 | 8 | 1.2
25 | COc1ccc(S(=O)(=O)N(C)C)cc1NC(=O)CN1CCN(C(=O)C2CC2)CC1 | 1.6 | 1 | 1.0 | -0.7 | 2.1 | 0 | -0.6 | 4 | 0.4
26 | COc1cccc(NC(=O)CSc2nnc(NC(=O)C3CCC3)s2)c1 | 2.3 | 1 | 1.0 | 0.9 | -0.1 | 7 | 0.8 | 4 | 3.3
27 | CN1CCN(CC(=O)Nc2ccc(Cl)cc2C(=O)c2ccccc2)CC1 | 2.6 | 2 | nt | -1.2 | -1.0 | -2 | 0.7 | 3 | -2.3
28 | CCOC(=O)c1ccc(COC(=O)CNC(=O)CNC(=O)Cc2ccccc2)cc1 | -0.9 | -2 | 0.7 | -1.4 | i | 9 | -0.3 | -1 | 2.8
29 | CC1(C)CC(=O)C=C(NC2CCCCC2)C1 | -0.1 | 1 | 0.4 | 1.6 | -0.8 | 7 | -1.5 | 4 | -0.9
30 | CC(C)C1(CCNC(=O)c2cccs2)CCOC(C)(C)C1 (stereo unspecified) | 0.8 | 0 | 1.6 | -1.7 | -3.7 | -5 | -1.7 | 6 | -2.7
31 | CC(C)Oc1cccc(-c2nnc(SCC(=O)Nc3ccc4c(c3)OCCO4)n2N)c1 | 0.6 | 4 | nt | -1.7 | -0.4 | 6 | 0.7 | -10 | 0.2
32 | Cc1cc(Br)ccc1NC(=O)CN1C(=S)NC(C)(C)CC1C (stereo unspecified) | nt | 1 | -0.1 | -2.6 | -0.4 | -11 | 0.9 | 1 | 0.2
33 | CC(C)CC1(CCc2ccccc2)C(=O)NC(=O)NC1=O | nt | -1 | 0.9 | -4.3 | nt | 4 | -0.5 | -5 | nt
34 | CC(OC(=O)c1cc2sccc2n1C)C(=O)NCc1ccc(F)cc1 (stereo unspecified) | -0.7 | 1 | nt | -1.5 | i | 10 | 0.0 | -4 | 1.5
35 | COc1ccccc1C1NC(=O)NC(C)=C1C(=O)OCc1ccccc1 (stereo unspecified) | -0.8 | 1 | 0.3 | -1.2 | -0.4 | 4 | -0.2 | 10 | 1.2
36 | Cn1c(=O)cc(SCC(=O)N2CCCC2)c2ccccc21 | 0.0 | 0 | nt | -1.3 | 2.9 | 2 | -1.1 | 3 | 2.7
37 | O=C(Cc1cccc2ccccc12)NN1C(=O)CSC1=S | nt | -2 | -0.6 | 2.0 | -0.5 | 1 | -0.5 | 1 | 2.1
38 | O=C(O)CCC(=O)N1CCN(c2ccc(C(=O)c3ccc(F)cc3)cc2)CC1 | 0.5 | -1 | nt | -0.7 | i | 4 | 0.7 | 38* | 1.1
39 | CN1C(C(=O)NCc2ccc(OC(F)(F)F)cc2)CC2Cn3c(nc4cc5ccccc5cc43)C21 (stereo unspecified) | -0.5 | 1 | 1.2 | -4.4 | -10 | 9 | 0.0 | 6 | 3.2
40 | CN(C)CCN(Cc1ccco1)S(=O)(=O)c1ccc(-c2ccc(=O)[nH]n2)s1 | -0.6 | 3 | 1.0 | -0.9 | -0.2 | 0 | 0.3 | 11 | 0.8
41 | Cc1c(C)c2ccc(OS(C)(=O)=O)c(C)c2oc1=O | nt | 7 | nt | -1.8 | -0.2 | 6 | -0.1 | 2 | 0.4
42 | O=C(COC(=O)c1cc(=O)c2ccccc2o1)NC1CCCC1 | nt | 3 | 1.3 | -0.9 | -0.3 | -3 | -1.5 | 7 | 1.0
43 | Cc1ccc(S(=O)(=O)/N=C2/NC(=O)/C(=C/c3cccnc3)S2)cc1 | nt | 1 | nt | -1.2 | i | 0 | -1.1 | 28 | -0.9
44 | Cc1ccc(S(=O)(=O)N2CCN(C(=O)c3ccccc3)CC2)c(C)c1NS(C)(=O)=O | -0.2 | 2 | 0.1 | 1.6 | i | -5 | -0.6 | -4 | 0.6
45 | CC(C)CCn1c(N2CCN(c3cccc(Cl)c3)CC2)nc2c1c(=O)[nH]c(=O)n2C | -3.6 | 6 | nt | -0.1 | i | -4 | -0.9 | 6 | 1.7
46 | O=C(c1ccc(Cl)cc1)C12CN3CN(CN(C3)C1)C2 | nt | 0 | nt | -3.7 | -0.2 | -2 | 1.0 | -5 | -0.5
47 | CCOC(=O)CNC(=O)CSc1ncccc1-c1nc2ccccc2[nH]1 | 3.8 | 8 | -7.7 | -5.3 | 0.2 | -16 | 0.3 | 6 | -0.9
48 | CC(NC(=O)Nc1ccccc1)C(c1cccs1)N1CCOCC1 (stereo unspecified) | 1.5 | 0 | 1.0 | -0.7 | i | 4 | -0.5 | 5 | -1.8
49 | Cc1nc(NC(=O)c2ccc(Br)s2)sc1C(=O)N(C)C | nt | 0 | nt | -0.4 | 0.7 | 7 | 2.6 | 35* | 2.3
50 | O=C(/C=C/c1cccs1)N1CCN(c2ccc(O)cc2)CC1 | nt | 0 | -2.9 | -0.1 | i | 4 | -1.6 | 11 | 5.2
51 | CN(C)/C=C(/C(=O)c1ccc(Cl)cc1Cl)S(=O)(=O)c1ccc(Cl)cc1 | 0.9 | 2 | nt | 0.4 | -0.2 | 1 | -1.2 | 2 | -0.5
52 | Cc1cc(N2CCC(C)CC2)n2ncc(-c3ccccc3)c2n1 | -4.6 | 9 | nt | -0.4 | i | -5 | 0.0 | 15 | -1.8
53 | Fc1ccccc1Cn1cc(C(=S)N2CCOCC2)c2ccccc21 | -1.1 | 1 | 0.6 | -3.9 | i | 16 | 2.2 | 5 | 1.3
54 | COc1ccc(CCNC(=O)COC(=O)c2cc(=O)[nH]c3ccccc23)cc1 | 0.4 | 6 | 0.7 | -0.4 | -3.8 | -9 | -1.6 | 10 | -1.4
55 | CC[C@@]12C(=O)N(c3ccc(C)cc3)C(=O)N1[C@H](c1ccc(OC)cc1)[C@@H]1C(=O)N(C(C)(C)C)C(=O)[C@@H]12 | -1.9 | -5 | 0.9 | -2.1 | 1.3 | -3 | 1.4 | 0 | -1.6
56 | N#Cc1c(Nc2ccccc2)sc(C(=O)C2CC2)c1N | nt | -5 | 0.3 | -3.3 | i | 3 | 0.3 | 21 | 1.5
57 | COCCCN(C(=O)CCOc1ccccc1C)c1c(N)n(Cc2ccccc2)c(=O)[nH]c1=O | 1.5 | 4 | 0.6 | 1.6 | -0.9 | 23 | 0.6 | 4 | 0.9
58 | Cc1ccc(S(=O)(=O)N2CCN(C(=O)C(C)Cn3nc(C)c(C)c3C)CC2)cc1C (stereo unspecified) | -2.0 | 0 | 1.2 | -0.1 | i | 14 | 1.8 | 3 | 3.0
59 | CCN(CC)CCNC(=S)NC(=O)c1cn(-c2ccccc2)nc1-c1ccc(OC)cc1 | nt | 0 | 0.7 | 0.8 | i | -7 | 0.0 | 1 | 2.5
60 | O=C(Nc1ccc(Cl)cn1)c1ccc2c(Cl)c3c(nc2c1)CCC3 | -0.8 | 6 | 0.3 | -2.0 | 2.9 | -1 | -1.5 | -2 | 1.9

Compound profiles, as listed above. Screens in order: BioA inh, FBA Mtb inh, TcdB inh, FadD28 binding, BH1578 lux ind, Y pestis TopoI, PfHsp40 yeast, GDH-TPI inh, UGM FP inh
Profile of Cc1nc(NC(=O)c2ccc(Br)s2)sc1C(=O)N(C)C → nt, 0, nt, -0.4, 0.7, 7, 2.6, 35*, 2.3
Profile of CN(C)/C=C(/C(=O)c1ccc(Cl)cc1Cl)S(=O)(=O)c1ccc(Cl)cc1 → 0.9, 2, nt, 0.4, -0.2, 1, -1.2, 2, -0.5
Profile of CC(NC(=O)Nc1ccccc1)C(c1cccs1)N1CCOCC1 (stereo unspecified) → 1.5, 0, 1.0, -0.7, i, 4, -0.5, 5, -1.8

High-throughput results from PubChem.
